Screening results (PubChem)
RBX1-CUL1 inh – inhibitors of human ROC1-CUL1 ubiquitin ligase activity; 140,000 tested, 0.6% active; in vitro K48 di-Ub FRET, acceptor:donor ratio, 45 min; E3 ubiquitin-protein ligase RBX1 (Homo sapiens) + Cullin-1 (Homo sapiens), P62877+Q13616; inhibition, % at 10 µM; in the data active = inhibition above about 25%
Target sequence (P62877 whole entry, looked up): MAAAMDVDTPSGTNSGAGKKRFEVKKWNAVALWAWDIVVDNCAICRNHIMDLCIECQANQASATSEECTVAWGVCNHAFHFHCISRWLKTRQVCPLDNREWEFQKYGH
Target sequence (Q13616 whole entry, looked up): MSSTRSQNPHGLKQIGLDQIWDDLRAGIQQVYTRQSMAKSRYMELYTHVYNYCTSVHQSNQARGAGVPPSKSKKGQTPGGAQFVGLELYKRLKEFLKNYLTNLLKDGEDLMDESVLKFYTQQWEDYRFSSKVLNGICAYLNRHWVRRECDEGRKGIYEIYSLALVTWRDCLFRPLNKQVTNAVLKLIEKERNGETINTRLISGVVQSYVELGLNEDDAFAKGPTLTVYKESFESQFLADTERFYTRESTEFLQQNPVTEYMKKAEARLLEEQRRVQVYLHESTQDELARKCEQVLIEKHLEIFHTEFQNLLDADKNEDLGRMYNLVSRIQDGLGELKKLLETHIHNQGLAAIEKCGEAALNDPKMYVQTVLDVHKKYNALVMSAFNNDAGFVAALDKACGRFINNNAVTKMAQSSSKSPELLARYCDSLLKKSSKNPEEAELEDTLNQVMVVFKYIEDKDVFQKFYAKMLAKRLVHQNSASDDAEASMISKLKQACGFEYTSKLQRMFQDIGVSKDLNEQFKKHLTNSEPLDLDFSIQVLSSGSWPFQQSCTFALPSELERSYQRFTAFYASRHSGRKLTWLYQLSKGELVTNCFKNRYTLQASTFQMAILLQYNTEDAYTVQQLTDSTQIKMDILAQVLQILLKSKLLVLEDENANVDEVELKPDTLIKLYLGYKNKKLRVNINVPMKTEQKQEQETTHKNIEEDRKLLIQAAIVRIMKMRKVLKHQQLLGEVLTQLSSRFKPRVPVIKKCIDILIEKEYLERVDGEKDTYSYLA
* = called active by the depositor; & = joins results of further samples. These rows are one share of the data, so the mix of outcomes need not match the whole.

RBX1-CUL1 inh	Molecule
-3.3	Cc1ccc(-c2cccc(-c3ccn(Cc4ccc(C#N)cc4)n3)c2)nn1
-7.4	Cc1ccc(-n2c(SCC(=O)N/N=C/c3cccc(O)c3)nnc2-c2ccccc2)cc1
5.1	COc1ccc(C(=O)C2CCCN(Cc3cccc(C(C)=O)c3)C2)cc1F (stereo unspecified)
-5.5	Cc1cc(F)ccc1S(=O)(=O)Nc1ccc2c(c1)CCCN2C(=O)c1cccs1
-3.5	N#Cc1ccccc1-c1ccc(/C=C2/SC(=O)NC2=O)o1
5.7	Cc1cc2c(cc1C)-c1c(ssc1=Nc1cccc3ccccc13)C(C)(C)N2
4.3	COc1cc(OC)c(-c2noc(C(=O)OC(C)(C)C)c2C(=O)OC(C)(C)C)c(OC)c1
5.7	O=C(/C=C/c1cccc(Cl)c1)Nc1cc(C(F)(F)F)ccc1Cl
-2.6	CCC(C)n1nc(C)cc1NC(=O)Cn1nc(-c2ccn[nH]2)c2ccccc21 (stereo unspecified)
9.2	Cc1cn(CN(C)S(C)(=O)=O)c(=O)[nH]c1=O
-1.7	COCc1c(C(=O)N2CCOCC2)nnn1-c1ccc(C)cc1
-6.8	c1cncc(CSCc2cccnc2)c1
-0.2	Cc1scc(C(=O)NNC(=O)/C=C/C(=O)O)c1-c1ccccc1
1.7	CCCSC1=NC2(CCN(C(=O)NC3CCCCC3)CC2)N=C1c1ccc(C)cc1
2.7	O=C(NC1CC1)C1CCCN(C2CCN(CC3CCCC3)CC2)C1 (stereo unspecified)
7.7	Cc1cc(C)nc(-n2ncc3c2CC(c2cccc(Cl)c2)CC3=O)n1 (stereo unspecified)
-3.7	N#Cc1c(-n2cccc2/C=N/O)sc2c1CCCC2
0.4	CN(C)C=Nc1c(C(=O)NCc2ccccc2)c2n(c1C#N)CCC2
4.0	Fc1ccc(N2CCN(C(=S)NC3CCCC3)CC2)cc1
-10.8	c1ccc(CN2CCc3nnsc3C2)cc1
-5.7	CC12CCC(C(=O)N3CCc4ccccc43)(CC1=O)C2(C)C (stereo unspecified)
3.4	O=C(NCCc1ccccc1)c1nc(-c2ccc(Cl)cc2)n2c1CCCCC2
-15.3	CCCCOc1ccccc1C(=O)N(Cc1ccc(C)o1)C1CCS(=O)(=O)C1 (stereo unspecified)
11.6	CCOc1ccccc1C(=O)N1CCc2cc(OC)c(OC)cc2C1COc1ccc2c(C)cc(=O)oc2c1 (stereo unspecified)
-7.0	Cc1sc(NC(=S)NC(=O)c2ccco2)nc1-c1ccc(CC(C)C)cc1
6.2	COC(=O)c1c(NC(=O)c2nc(SC)ncc2Cl)sc2c1CCCC2
2.5	CCc1ccc(-n2nnc(C(=O)Nc3ccc(C)cc3C)c2C)cc1
6.0&4.7	CCCCSc1nnc2c(n1)OC(c1ccc(Br)s1)N(C(C)=O)c1ccccc1-2 (stereo unspecified)
-9.8	Cn1c(C(=O)N2CCC(n3nccc3NC(=O)C3CCOC3)CC2)cc2ccccc21 (stereo unspecified)
2.9	Clc1ccccc1-c1nc(N2CCOCC2)c2ccccc2n1

Next results follow:
RBX1-CUL1 inh	Molecule
2.9	CC(C)(C)OC(=O)N1CCC(c2c(C(=O)NCc3cccs3)cnn2-c2ccc(F)cc2F)CC1
-2.2	NC(=O)c1c(NC(=O)C2CC(=O)OC23CCCCC3)sc2c1CCCCC2 (stereo unspecified)
1.6	O=C(N/N=C/c1ccc(N2CCOCC2)o1)c1ccccc1[N+](=O)[O-]
1.0	COc1cc(Cl)cc(C=Nc2ccc3[nH]ncc3c2)c1O
-0.7	COc1ccc(OC)c(NC(=O)Cn2c(=O)n(Cc3ccco3)c(=O)c3cc(OC)c(OC)cc32)c1
0.1	CCOC(=O)c1cc(-c2ccc([N+](=O)[O-])cc2)n(NC(=O)COc2ccccc2C)c1C
0.5	CCOC(=O)c1cn(NC(=O)c2cn(CC)c3cc(N4CCCC4)c(F)cc3c2=O)c2c(F)c(F)c(F)cc2c1=O
-1.3	N#Cc1ccccc1Cn1c(=O)n(-c2cccc(C(F)(F)F)c2)c(=O)c2sccc21
-9.4	Nc1c(C(=O)Nc2ccc(F)cc2)sc2nc3c(cc12)CCCC3
-3.1	O=C1CCCCCN1C(=O)c1ccc(C(=O)N2CCCCCC2=O)cc1
4.9	CCN(CC)CC(O)COc1cc(CNCCn2cccn2)ccc1OC (stereo unspecified)
8.1	CCc1cc(C(=O)NCC2Cc3cc(-c4cc(OC)ccc4OC)cc(Cl)c3O2)n(C)n1 (stereo unspecified)
2.7	C/C(=N/NC(=O)CC1N=C(Cc2ccccc2)NNC1=O)c1cccnc1 (stereo unspecified)
4.5	Cc1nn2c(-c3ccccc3)c(S(=O)(=O)c3ccccc3)cnc2c1Br
-0.2	COc1cc2nc(-c3cc4c(c(OC)c3)OCCN(C(=O)Cc3ccccc3)C4)cc(C)c2cc1OC
1.4	COc1ccc(C2c3c(n[nH]c3C(C)(C)C)OC(=N)C2C#N)c(OC)c1OC (stereo unspecified)
-0.3	O=C(C1CCN(c2ncnc3c2nc2n3CCCCC2)CC1)N1CCN(c2ccccc2)CC1
-0.1	COc1ccc(OC)c(CN2CCN(Cc3ccc(SC)cc3)CC2)c1
-3.4	Cc1cc(C(F)(F)F)nn1CC(=O)NNC(=S)NCc1ccccc1
-5.7	CCC1CCC/C1=N\NC(=O)CCC(=O)Nc1ccccc1Cl (stereo unspecified)
11.6	Cc1ccc(C(=O)Nc2ccc(Oc3ccc(C(=O)O)c(C(=O)O)c3)cc2)cc1C
4.3	COc1cccc(OC)c1C(=O)Nc1nc2c(s1)CCc1ccccc1-2
-1.7	Cc1cc(C(=O)N2CCN(c3cc(Cl)ccc3C)CC2)c2c(C)nn(-c3ccccc3)c2n1
0.0	CCCCCC(=O)Oc1ccccc1N1C(=O)c2ccccc2C1=O
5.5	CSc1nnc(NS(=O)(=O)c2ccc(C)cc2)s1
4.4	Cc1oc2ncnc(N3CCCCC3)c2c1C(=O)N1CCN(c2ccc(Cl)cc2)CC1
-2.9	COCCN1C(=O)CC(CC(=O)N2CCCOc3c(cccc3OC)C2)(c2ccccc2OC)C1=O (stereo unspecified)
2.3	Cc1c(Cl)cccc1-c1ccc(C(=O)Nc2ccc(F)cc2)o1
6.4	O=C(Nc1ccc(S(=O)(=O)Nc2nccs2)cc1)C(F)(F)F
9.3	O=C(c1ccoc1)N1CCCC(CCc2ccccc2)C1 (stereo unspecified)

(cont.)
RBX1-CUL1 inh	Molecule
5.2	CCCCNC(=O)c1nc(C)c(C)nc1C(=O)Nc1ccc(F)cc1
-0.6	c1ccc(CSc2nnc(C3CCNCC3)o2)cc1
-1.3	COCCCNC(=O)C1CCN(C(=O)c2cc3sccc3n2Cc2ccc(Cl)cc2)CC1
27.3*	COC(=O)c1c(C)sc(-c2c(-c3ccc4c(c3)OCCO4)[nH]c3c2c(=O)[nH]c(=O)n3C)c1O
-1.1	COc1ccccc1NC(=O)CSc1oc(-c2ccco2)nc1S(=O)(=O)c1ccc(Br)cc1
-7.2	CCC1CN(C(=O)N2CCC(C(=O)NCc3ccco3)CC2)c2cc(C)ccc2O1 (stereo unspecified)
4.9	c1ccc(OCCN(Cc2nc3ccccc3[nH]2)C2CCCCC2)cc1
5.6	CC(=O)c1cc2c(cc1NC(=O)C(C)Oc1ccc(Br)cc1Br)OCO2 (stereo unspecified)
1.0	Cc1nc2sccn2c(=O)c1S(=O)(=O)Nc1ccc(N2CCN(C)CC2)cc1
4.7	CCOC(=O)c1c(C)[nH]c(CCC(=O)NCCCN2CCN(c3cccc(Cl)c3)CC2)c1C
-2.5	O=C(O)[C@H]1CCCC[C@H]1C(=O)Nc1ccc(Nc2ccccc2)cc1
-7.7	COc1ccc(Cl)cc1NC(=O)NCc1noc2ccccc12
2.7	CCN(CC)C(=O)C1CC(=O)N(c2cccc(C)c2)C1 (stereo unspecified)
0.6	Cc1cccc(N=Cc2ccccn2)n1
6.1	COc1cc(OC)c(C(=O)Nc2ccc(C)cc2)cc1OC
-11.5	COc1ccc(-c2noc(N(c3nc(-c4ccc(OC)c(OC)c4)no3)c3ccccc3OC)n2)cc1OC
-4.7	Cc1cc(C)c(/C=C/c2onc(C)c2S(=O)(=O)N2CCC(C(=O)N(C)Cc3ccccc3)CC2)c(C)c1
-6.4	NC(=O)C1CCCN(C(=O)c2csc3nc(-c4cccc(F)c4)cn23)C1 (stereo unspecified)
-0.6	COc1ccc(Nc2cc(C)c3ccccc3n2)cc1
-5.3	Cc1nn(-c2ccccc2)c(C)c1/C=C1\CCCC2=C1OC(=N)C(C#N)C2c1c(C)nn(-c2ccccc2)c1C (stereo unspecified)
-4.6	COc1ccc(S(N)(=O)=O)cc1C(=O)NC1CCCCC1
4.9	Cc1cccc(N2C(=O)CSC23C(=O)N(Cc2cccc(F)c2)c2ccccc23)c1 (stereo unspecified)
2.8	O=S(=O)(c1ccc2c3c(cccc13)CC2)N1CCSC1c1cccc(Cl)c1 (stereo unspecified)
10.0	COc1cccc(C(=O)N(Cc2cccc(Cl)c2)C2CCS(=O)(=O)C2)c1 (stereo unspecified)
8.8	O=C1c2ccccc2NC(c2c(F)cccc2Cl)N1O (stereo unspecified)
11.5	Cc1cn2c3c(=O)n(Cc4ccc(Cl)cc4)c(=O)n(C)c3nc2n1CCO
-12.3	CC(=O)C1=NN(c2ccc(C)cc2)C2(S1)S/C(=C\c1ccccc1)C(=O)N2c1ccccc1 (stereo unspecified)
-6.4	COc1ccc(S(=O)(=O)NCC(c2ccco2)N2CCOCC2)cc1 (stereo unspecified)
3.4	Cc1ccccc1NC(=O)CSc1nc2ccc(NC(=O)c3ccccc3)cc2s1
-3.3	CCCCc1ccnc(N/N=C/c2cc(C(C)(C)C)c(O)c(C(C)(C)C)c2)n1

2 compounds picked at random from the list so far:
RBX1-CUL1 inh	Molecule
8.8	O=C1c2ccccc2NC(c2c(F)cccc2Cl)N1O (stereo unspecified)
-7.7	COc1ccc(Cl)cc1NC(=O)NCc1noc2ccccc12

Returning to the listing, starting five compounds before the break.
RBX1-CUL1 inh	Molecule
11.5	Cc1cn2c3c(=O)n(Cc4ccc(Cl)cc4)c(=O)n(C)c3nc2n1CCO
-12.3	CC(=O)C1=NN(c2ccc(C)cc2)C2(S1)S/C(=C\c1ccccc1)C(=O)N2c1ccccc1 (stereo unspecified)
-6.4	COc1ccc(S(=O)(=O)NCC(c2ccco2)N2CCOCC2)cc1 (stereo unspecified)
3.4	Cc1ccccc1NC(=O)CSc1nc2ccc(NC(=O)c3ccccc3)cc2s1
-3.3	CCCCc1ccnc(N/N=C/c2cc(C(C)(C)C)c(O)c(C(C)(C)C)c2)n1
-11.8	O=C(NCC(c1ccco1)S(=O)(=O)c1cccs1)c1ccccc1 (stereo unspecified)
1.3	COc1cccc(C(=O)NC(NC(=O)c2cccc(OC)c2)c2ccccc2Cl)c1
10.1	COc1ccc(CN2C(=O)CC(N3CCN(C4CC(=O)N(Cc5ccc(OC)cc5)C4=O)CC3)C2=O)cc1 (stereo unspecified)
-3.5	CCc1ccc(-n2c(C)c(C)n3c4c(=O)n(C)c(=O)n(C)c4nc23)cc1
-9.9	Cc1ccc(C)n1-c1ccc2ncsc2c1
-2.1	CC(C)c1ccc(NC(=O)[C@H]2O[C@@H]3OC(C)(C)O[C@@H]3[C@H]3OC(C)(C)O[C@H]32)cc1
5.7	CC(C)(C)NC(=O)c1ccccc1N
1.3	CCN1CCC(NC(=O)c2c(-c3ccccc3Cl)noc2C)CC1
-1.4	CCN(CC)c1ccc(Nc2nc(Cl)nc(Nc3ccc(N(CC)CC)cc3)n2)cc1
6.5	CC(C)(C)c1csc(-n2[nH]c(-c3ccc([N+](=O)[O-])cc3)c(N=Nc3ccccc3C(=O)N3CCCCC3)c2=O)n1
7.5	Cc1cccc(CN2CCN(C(=O)c3cn(CC(C)C)cc(C(=O)NCCC(C)C)c3=O)CC2)c1
1.2	CCOC(=O)C1=C(c2cccc(Br)c2)C(C(=O)OCC)C(C)=NC1C (stereo unspecified)
2.1	CCN(CC)S(=O)(=O)c1cnccc1N1CCN(C(C)C)CC1
-5.0	Cc1ccc2c(c1)C(=O)N(c1cccc(C(=O)O)c1)C2=O
5.5	O=C(CSc1ccc2nc(-c3ccccc3)cn2n1)Nc1cccc(F)c1
-7.2	CC(C)CN1CC(C(=O)N2CCOc3ccc(CN4CCN(c5ccccc5)CC4)cc3C2)CC1=O (stereo unspecified)
-6.1	COc1ccccc1NC(=O)c1ccc(COc2c(F)c(F)cc(F)c2F)cc1
1.9	CCc1ccc(NC(=O)c2nnn(Cc3cccc(C(F)(F)F)c3)c2N)cc1
-2.2	CC(=O)/C=C1/c2ccccc2CC(C)(C)N1C
-6.6	Cc1ccc(N2C(=O)C3ON=C(C(=O)c4cccs4)C3C2=O)cc1 (stereo unspecified)
-5.6	Cc1ccnc(NC(=S)Nc2cccc(C(F)(F)F)c2)c1
0.1	CCOC(=O)C1=C(c2ccccc2)N=c2s/c(=C\c3ccco3)c(=O)n2C1c1cccs1 (stereo unspecified)
1.9	COc1ccc(CNC(=O)C(CCSC)NS(=O)(=O)c2ccc3c(c2)oc(=O)n3C)cc1 (stereo unspecified)
3.4	COc1ccc(OC)c(NC(=O)CCc2c(C)nc3c(-c4ccccc4)c(C)nn3c2C)c1
1.3	O=C(NC1CC1)C1CCCN(C2CCN(C3Cc4ccccc4C3)CC2)C1 (stereo unspecified)
12.1	COc1ccccc1CCNC(=O)Cn1ncc(N2CCOCC2)cc1=O
-1.6	Cn1c(SCC(=O)c2ccc(O)cc2)nnc1-c1ccco1
5.7	Cc1[nH]c2ccccc2c1/C=c1\sc2nc3cc(Br)cnc3n2c1=O
1.1	CC1=NC2=C(C(=O)CC(C)(C)C2)C(c2cn(C)nc2C)C1C(=O)Nc1ccc(Br)cn1 (stereo unspecified)
14.6	COc1ccc2nc(SCC3=CC(C)(C)N(C(C)=O)c4ccccc43)nc(C)c2c1
-2.8	C/C(=N\NC(=O)c1ccc2c(c1)OCO2)c1ccc(C(=O)O)s1
-8.4	CN(CCC(O)c1ccccc1)C(=O)Cn1nnnc1CN1CCCC1 (stereo unspecified)

3 compounds from above, sorted by their value in RBX1-CUL1 inh, high to low.
RBX1-CUL1 inh	Molecule
-3.5	CCc1ccc(-n2c(C)c(C)n3c4c(=O)n(C)c(=O)n(C)c4nc23)cc1
-5.6	Cc1ccnc(NC(=S)Nc2cccc(C(F)(F)F)c2)c1
-7.2	CC(C)CN1CC(C(=O)N2CCOc3ccc(CN4CCN(c5ccccc5)CC4)cc3C2)CC1=O (stereo unspecified)
